Assay outcomes as filed in PubChem.
AMA1 RON2 block: disrupts binding of P. falciparum AMA1 to RON2 | AlphaScreen AMA1-biotinylated RON2 peptide binding | Potency, µM (series often up to 58.2 µM), inactives show top-dose activity change, negative = inhibition, most hits filed as inhibitors | 360,000 compounds, 0.2% hits | AID 720542;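 further: potency means the concentration at half of the fitted maximal effect; 0% = vehicle wells and -100% = peptide control; nearly all actives have a fitted effect of over 45% in size; some results filed as inactive show a strong effect at the top dose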
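AMA1 (3D7) with his tag at 25 nM final met compounds first, then biotinylated RON2 peptide at 25 nM; detection used donor plus acceptor beads, 10 µg/mL apiece, read by AlphaScreen after 30 min at room temperature.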
HCV inh: blocks hepatitis C virus; 340,000 compounds, 3.4% hits; Huh7.5.1 HCVcc-Cre infection, luciferase reporter, 44 h; AID 651820; Potency, µM (titrated, usually from 41.8 µM), for the others: top-dose activity change, negative = inhibition, hits mostly inhibitors; further: potency means the concentration at half of the fitted maximal effect
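A cell-based infection assay in which seeded cells (1,000 per well) receive test compound after 4 h, are inoculated with HCVcc-Cre at approximately 0.5 moi, and are incubated 44 h before luminescence detection.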
AmpC no deterg: inhibitors of E. coli AmpC beta-lactamase without detergent; AmpC nitrocefin hydrolysis, absorbance 480 nm, 0.0001% Triton; P00811; 330,000 compounds, 0.52% hits; Potency, µM (doses to about 57.1 µM), without a hit: at the highest dose activity change, negative = inhibition, hits mostly inhibitors;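 further: potency means the concentration at half of the fitted maximal effect; plate controls were no compound for no effect and no enzyme for full effect; nearly all actives have a fitted effect of over 20% in size; some results filed as inactive show a strong effect at the top dose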
Target sequence (P00811 whole entry, looked up): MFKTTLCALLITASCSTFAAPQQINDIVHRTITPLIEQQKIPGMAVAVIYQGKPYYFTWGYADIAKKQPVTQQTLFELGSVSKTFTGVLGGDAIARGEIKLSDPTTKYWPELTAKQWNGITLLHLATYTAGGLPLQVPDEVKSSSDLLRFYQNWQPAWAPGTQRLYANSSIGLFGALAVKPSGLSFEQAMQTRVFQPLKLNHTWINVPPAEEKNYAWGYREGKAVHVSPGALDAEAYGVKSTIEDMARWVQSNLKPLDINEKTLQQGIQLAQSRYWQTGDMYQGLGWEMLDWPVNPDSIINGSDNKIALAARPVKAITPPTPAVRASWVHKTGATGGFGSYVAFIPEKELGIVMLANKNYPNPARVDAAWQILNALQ
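20 mM phosphate pH 7.0 + 0.01% (detergent screen) or 0.0001% Triton X-100; 5.3 nM AmpC reagent; cpd preinc 15 min RT; nitrocefin (800 uM stock) to start; A480 q20 s × 4 min; Activity was normalised to no-enzyme and no-compound control wells.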
LmPK inh: inhibitors of Leishmania mexicana pyruvate kinase | purified LmPK, Kinase-Glo ATP luminescence, 1 h | Potency, µM (highest dose often 57.5 µM), for inactives: top-dose activity change, negative = inhibition, actives largely listed as inhibitors | 290,000 compounds, 0.37% hits | AID 1721; further: potency means the concentration at half of the fitted maximal effect
Target sequence (Q27686 whole entry, looked up): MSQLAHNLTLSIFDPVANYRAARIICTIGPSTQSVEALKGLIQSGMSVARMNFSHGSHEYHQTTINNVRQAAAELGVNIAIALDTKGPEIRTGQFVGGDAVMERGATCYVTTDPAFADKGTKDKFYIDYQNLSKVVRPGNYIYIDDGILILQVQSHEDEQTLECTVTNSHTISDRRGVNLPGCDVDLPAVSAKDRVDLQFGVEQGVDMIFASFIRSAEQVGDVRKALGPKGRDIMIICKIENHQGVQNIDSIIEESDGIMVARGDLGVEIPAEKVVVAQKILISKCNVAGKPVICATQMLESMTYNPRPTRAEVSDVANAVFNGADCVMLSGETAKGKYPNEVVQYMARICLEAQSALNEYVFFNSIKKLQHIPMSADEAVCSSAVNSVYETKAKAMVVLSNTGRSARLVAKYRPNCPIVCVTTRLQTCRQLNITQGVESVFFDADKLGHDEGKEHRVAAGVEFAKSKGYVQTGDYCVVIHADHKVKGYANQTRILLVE
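0.1 nM LmPK, 0.5 mM PEP, 0.1 mM ADP; 50 mM imidazole pH 7.2, 7 mM MgCl2, 50 mM KCl; 1 h RT. Kinase-Glo luminescence readout, normalized to no-enzyme (full inhibition) and uninhibited wells.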
HCMV antiviral: human cytomegalovirus inhibition | 410,000 compounds, 4.5% hits | activity change, negative = inhibition, % at 57.5 µM | HFF cells, HCMV-luciferase reporter, 72 h; active compounds read low; in the data active means activity change below about -60%; inconclusive means no clear call, values can overlap the other calls; inactive means above about -39%
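Screen run at 2 compound doses on HFFs infected with reporter HCMV, MOI 1 PFU/cell. Luciferase activity from cell lysates at 72 h post infection gave inhibition relative to buffer-only and Salinomycin wells.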
AmpC detergent: AmpC beta-lactamase inhibition with detergent present; P00811; AmpC hydrolysis of nitrocefin, absorbance 480 nm, 0.01% Triton; Potency, µM (doses to about 114 µM), without a hit: top-dose activity change, negative = inhibition, actives largely listed as inhibitors; 370,000 compounds, 0.041% hits; AID 485294;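 further: potency means the concentration at half of the fitted maximal effect; 0% = no-compound wells and -100% = no-enzyme wells; nearly all actives have a fitted effect of over 25% in size; some results filed as inactive show a strong effect at the top dose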
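AmpC (5.3 nM in the dispensed reagent) in 20 mM phosphate pH 7.0 with 0.01% (detergent screen) or 0.0001% Triton X-100 was preincubated with compounds for 15 min at room temperature. Nitrocefin was then added from an 800 uM solution, and hydrolysis was followed at 480 nm.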
Tb PYK inh: inhibitors of Trypanosoma brucei pyruvate kinase | Q57TT1 | TbPYK enzyme, Kinase-Glo Plus ATP luminescence, 45 min | Potency, µM (series often up to 76.8 µM), for inactives: at the highest dose activity, negative = inhibition, usual class: inhibitors | 410,000 compounds, 0.12% hits; further: potency means the concentration at half of the fitted maximal effect; nearly all actives have a fitted effect of over 50% in size
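Luminescence from Kinase-Glo Plus, added after a 45-minute room-temperature reaction, served as the end-point read-out. The enzyme and substrate were preincubated with compound before ADP (130 uM final) initiated turnover. Concentration-effect curves came from normalized qHTS data.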
* = called active by the depositor; ? = inconclusive; . = not tested or not shown; & = joins results of further samples; [ ] = dose if it differs, or a comment. Unless noted, the call rests on the fitted dose curve; in most records, active means well fitted curve in the direction sought with a large enough effect; inconclusive means small, poorly fitted or top-dose-only effect, or another doubt; inactive means no such curve, though single readings can be large; an effect the other way counts as inactive or inconclusive. Unless noted, on the % scale 0 is the no-effect control and ±100 the full control effect.

SMILES	AMA1 RON2 block	HCV inh	AmpC no deterg	LmPK inh	HCMV antiviral	AmpC detergent	Tb PYK inh
Cc1ccc(CNC(=O)C2CCN(S(=O)(=O)c3ccc4c(c3)CCCN4C(=O)C3CCC3)CC2)cc1	.	.	.	.	9	5%	-1%
CC1(C)CC(=O)/C(=C(\O)CCCN2C(=O)c3ccccc3C2=O)C(=NCCO)C1	-5%	-2%	1%	-3%	5	0%	-2%
Oc1ccc2cc(Br)ccc2c1CN1CCCC1	36%[activator]	-6%	-54%	9%	-11	-12%	2%
CC(C)(Oc1ccc(Cl)cc1)C(=O)OCn1nnc2ccccc2c1=O	7%	22%	-6%	1%	-8	-9%	2%
Cc1cc(NC(=S)Nc2cccc3ccccc23)n[nH]1	8%	-18%	-33%	-1%	30	-1%	-11%
CCCCOc1ccc(C(=O)N/C(=C\c2cccc([N+](=O)[O-])c2)C(=O)OC(C)C)cc1	-3%	-10%	-20%	3%	104	1%	-5%
O=C(Nc1ccc(NC(=O)c2ccccc2F)cc1)c1cccs1	-1%	-10%	-31%	.	-6	4%	0%
COc1ccc(S(=O)(=O)N2CC=C(c3ccccc3)CC2)cc1OC	6%	.	.	.	31	.	0%
Cc1cc(C)c(NS(=O)(=O)c2ccc(NC(=O)/C=C/C(=O)O)cc2)c(C)c1	.	7%	-50%	4%	51	3%	.
COc1ccc(CCNC(=O)C2(c3ccccc3)CC2)cc1	-2%	0%	1%	3%	.	1%	4%
CCCCN1C(=N)N([C@@H](CCC)CN2CCC[C@H]2CN2C(N)=NC[C@H]2C(C)C)C[C@H]1[C@H](C)CC	9%	3%	8%	.	-12	.	2%
COc1ccc(Nc2ncnc3sc(-c4ccccc4)cc23)cc1OC	-14%	?	38%	3%	-62*	-7%	-8%
Cc1cccc2sc(NNC(=O)c3cc(=O)c4ccccc4o3)nc12	80%[activator]	21%	-41%	-15%	145	-1%	?
CCc1nc2c(OCCc3cccc(OC)c3)cccn2c1N(C=O)Cc1ccc(OC)cc1	15%	.	.	.	-10	.	2%
COc1ccc(CNC(=O)CC2(CC(=O)O)CCCCC2)cc1	2%	24%	-14%	6%	.	?	-9%
Cc1cc(NC(=O)Cn2nc([N+](=O)[O-])c(Br)c2C)no1	0%	-10%	-38%	-1%	0	-12%	-7%
CSc1nnc2n(-c3ccc(C)cc3)c(=O)c3c4c(sc3n12)COC(C(C)C)C4 (stereo unspecified)	13%	1%	20%	4%	-17	?	3%
COc1ccccc1C1=CC(=O)C[C@H](c2ccc(F)cc2)C1	-5%	?	-2%	.	-24	6%	-3%
Cc1ccccc1NC(=S)N(Cc1ccco1)C(C)c1cccs1 (stereo unspecified)	-18%	?	-57%	7%	-39	-16%	0%
FC(F)(F)c1ccc(-c2noc(-c3ccccc3Br)n2)cc1	.	.	.	.	-18	8%	-1%
CCN(CC)c1ccc(C=Nc2ccc(C)cc2C)c(O)c1	-15%	-3%	9%	0%	-27	2%	-26%
COc1ccc(S(=O)(=O)NN(C)c2ncc(C(F)(F)F)cc2Cl)cc1	107%[activator]	-2%	-11%	-7%	10	2%	6%
COc1ccc(S(=O)(=O)N(CC(=O)Nc2ccccc2Br)Cc2ccccc2)cc1	.	.	.	.	-31	14%	2%
COc1ccc(C(=O)NNS(=O)(=O)c2ccc(C)cc2)cc1	9%	9%	-15%	0%	-1	-13%	6%
Cc1cc(NC(=O)CN2C(=O)NC(Cc3ccccc3)C2=O)no1 (stereo unspecified)	4%	6%	-8%	-1%	6	-13%	-8%
COc1ccc(NC(=O)CC2SC(=NCc3ccccc3OC)NC2=O)cc1 (stereo unspecified)	9%	3%	-2%	4%	-7	-11%	2%
COc1ccc(C)cc1NC(=O)CNCc1cccs1	6%	4%	-4%	-4%	33	-14%	-6%
CCOc1ccc(NC(=O)CN(C)C(=O)c2cc3c(s2)CCC(C)C3)cc1OCC (stereo unspecified)	-10%	?	91%[activator]	.	?	-2%	-15%
Cc1cccc(Cn2ncc(Cl)c(Cl)c2=O)c1	3%	3.5µM*	-9%	1%	-94*	-2%	0%
CCN(CC)S(=O)(=O)c1cc(-c2nnc(Nc3ccc(OC)c(C(N)=O)c3)c3ccccc23)ccc1C	.	.	.	.	-65*	8%	-6%
O=C(NCc1cccs1)c1csc([C@@H]2C[C@H](O)[C@@H](CO)O2)n1	-2%	.	.	.	-20	.	-6%
Cc1noc(C)c1COC(=O)c1ccccc1NC(=O)c1ccco1	-7%	?	9%	2%	5	-6%	-12%
COc1cccc(-c2nc(CS(=O)(=O)CC(=O)NCCc3cc(OC)ccc3OC)c(C)o2)c1	-12%	?	73%[activator]	1%	11	3%	-7%
O=C(Nc1cccc(F)c1)C1CCCN(S(=O)(=O)c2cccc3cccnc23)C1 (stereo unspecified)	1%	?	-18%	2%	51&-12	2%&3%	-5%&-5%
CC(C)OP(=O)(c1ccc(N(C)C)cc1)C(O)c1ccc(N(C)C)cc1 (stereo unspecified)	-7%	10%	17%	-1%	-17	1%	1%
O=C1C2=C(Nc3ccccc3SC2c2c(F)cccc2Cl)c2ccccc21 (stereo unspecified)	.	.	.	.	19	0%	-14%
CCn1c(=O)cc(OCC(=O)N(C)C2CCCCC2)c2ccccc21	9%	-10%	16%	3%	22	-5%	.
CC(=O)c1c(N2CCCCC2)nc(=S)n(-c2ccccc2)c1C	0%	0%	3%	7%	?	?	1%
O=C(CC12CC3CC(C1)CC(CC(=O)N1CCCC1)(C3)C2)N1CCCC1	3%	8%	24%	8%	-10	-14%	-15%
O=C(C[n+]1ccccc1)N/N=C/c1ccccc1C(F)(F)F	-4%	2%	-28%	3%	8	-11%	1%
CCc1ccccc1NC(=O)C1COc2ccccc2O1 (stereo unspecified)	3%	18%	-19%	13%	-21	3%	-6%
Cc1nc(SCC(=O)Nc2ccccc2Cl)cc(-c2ccccc2)n1	.	.	.	.	?	-3%	-8%
CCC(=O)c1cc(F)c(N2CCN(S(=O)(=O)c3ccc(C)cc3)CC2)cc1C	-3%	13µM*	0%	-2%	-26	?	-3%
CCCCNC(=S)NNC(=O)c1sccc1C	3%	14%	-16%	-3%	12	?	-16%
CN(C(=O)c1ccc2c(c1)N(Cc1cccc(Cl)c1)C(=O)c1ccccc1S2=O)C1CCCCC1 (stereo unspecified)	.	.	.	.	-63*	-6%	4%

Quoted from the listing.
Cc1nc(SCC(=O)Nc2ccccc2Cl)cc(-c2ccccc2)n1 @ Tb PYK inh: -8%
CCCCNC(=S)NNC(=O)c1sccc1C @ HCV inh: 14%
CCn1c(=O)cc(OCC(=O)N(C)C2CCCCC2)c2ccccc21 @ AMA1 RON2 block: 9%
CC(C)OP(=O)(c1ccc(N(C)C)cc1)C(O)c1ccc(N(C)C)cc1 (stereo unspecified) @ Tb PYK inh: 1%
O=C(Nc1cccc(F)c1)C1CCCN(S(=O)(=O)c2cccc3cccnc23)C1 (stereo unspecified) @ AmpC detergent: 2%&3%
O=C(C[n+]1ccccc1)N/N=C/c1ccccc1C(F)(F)F @ Tb PYK inh: 1%
COc1cccc(-c2nc(CS(=O)(=O)CC(=O)NCCc3cc(OC)ccc3OC)c(C)o2)c1 @ AMA1 RON2 block: -12%

Following part.
SMILES	AMA1 RON2 block	HCV inh	AmpC no deterg	LmPK inh	HCMV antiviral	AmpC detergent	Tb PYK inh
COC(=O)c1ccc(C)c(NC(=O)CCc2ccc(OC)cc2)c1	-4%	-1%	1%	1%	-24	0%	1%
CCN(CC)c1ncnc2c1nnn2C	0%	2%	.	.	6	.	-1%
Cc1ccc(C)c(NC(=O)CCN2C(=O)c3ccccc3Sc3ncccc32)c1	.	.	.	.	-16	-4%	-1%
Cc1cc(Br)cc2c(C(=O)OCC(=O)c3ccccc3)cc(-c3ccccc3)nc12	.	.	.	.	6	1%	3%
COc1ccc(-c2[nH]ncc2CN(CCO)CC23CC4CC(CC(C4)C2)C3)c(OC)c1	-1%	4%	58%	5%	?	-5%	6%
CSc1ccn(CCC(=O)O)c(=O)n1	39%[activator]	6%	-15%	5%	-28	-7%	0%
CCOC(=O)CNC(=O)c1cccnc1Oc1ccc(Cl)cc1	2%	19%	19%	-1%	-24	?	3%
CN(c1ccc(C(=O)Nc2nccs2)cc1)S(=O)(=O)c1ccccc1	34%[activator]	?	-14%	8%	?	-10%	-1%
COc1ccc(N(Cc2ccccc2)C(=O)c2nc(SC)ncc2Cl)cc1	.	.	.	.	-21	18%	7%
CCC(CC)COC(=O)C(C#N)c1nc2ccccc2nc1N1CCN(CC)CC1 (stereo unspecified)	-4%	?	166%[activator]	7%	-8	-10%	3%
Cc1nn(-c2ccccc2)c2sc(C(=O)O)cc12	-8%	12%	-16%	3%	28	0%	-2%
CCCS(=O)(=O)Nc1c(OC)ccc2c1c(C(=O)OCC)c(C)n2C	-1%	19%	-9%	2%	-15	?	-6%
CCOc1ccccc1NC(=O)Cn1ncc2c([nH]c3ccccc32)c1=O	.	.	.	.	20	13%	-5%
Cc1ccc(N(CN2C(=O)NC(C)(C)C2=O)CN2C(=O)NC(C)(C)C2=O)cc1	-6%	-3%	3%	-2%	16	?	6%
CCOC(=O)c1c(C)oc2c1cc(NS(=O)(=O)c1ccc(C(=O)O)cc1)c1ccccc12	-5%	-5%	-43%	-3%	40	-15%	-11%

Filtered by structure, those above with a nitro group on carbon.
SMILES	AMA1 RON2 block	HCV inh	AmpC no deterg	LmPK inh	HCMV antiviral	AmpC detergent	Tb PYK inh
CCCCOc1ccc(C(=O)N/C(=C\c2cccc([N+](=O)[O-])c2)C(=O)OC(C)C)cc1	-3%	-10%	-20%	3%	104	1%	-5%
Cc1cc(NC(=O)Cn2nc([N+](=O)[O-])c(Br)c2C)no1	0%	-10%	-38%	-1%	0	-12%	-7%

More entries follow.
SMILES	AMA1 RON2 block	HCV inh	AmpC no deterg	LmPK inh	HCMV antiviral	AmpC detergent	Tb PYK inh
COc1ccc(C(=O)NNC(=O)CN2CCC(n3nnc4cc(C(F)(F)F)ccc43)CC2)cc1	19%	-28%	3%	4%	?	10%	0%
O=C(NC1CCCCC1)c1ccccc1NC(=O)C1CC(=O)N(c2ccccc2)C1 (stereo unspecified)	-5%	-9%	4%	10%	60	-13%	2%
Cc1ccc(S(=O)(=O)c2nc(-c3ccccc3)oc2N2CCN(c3ccccc3)CC2)cc1	.	.	.	.	-1	24%	-4%
Cc1cc(C)cc(-n2c(SCC(=O)Nc3ccccc3)nc3c(oc4ccccc43)c2=O)c1	.	.	.	.	1	24%	-4%
